IMPase cell inh: IMPase inhibition in cells | CHO-M1 cells, IP1 accumulation, HTRF TR-FRET ratio | inhibition (IP1 accumulation), % at 46.1 µM | 120,000 tested, under 10 active; active = well fitted curve in the direction sought with a large enough effect in the signal ratio, not every such curve was filed as active; inconclusive = small, poorly fitted or top-dose-only effect, or a change in a side signal; inactive = no such curve, though single readings can be large or run the other way; the % refers to the signal ratio;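 also: cells stimulated with carbachol in lithium chloride buffer; plate controls were DMSO basal wells for no effect and reference inhibitor wells for full effect; higher means more IMPase inhibition seen as more IP1 and lower FRET ratio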
Target sequence (P97697 whole entry, looked up): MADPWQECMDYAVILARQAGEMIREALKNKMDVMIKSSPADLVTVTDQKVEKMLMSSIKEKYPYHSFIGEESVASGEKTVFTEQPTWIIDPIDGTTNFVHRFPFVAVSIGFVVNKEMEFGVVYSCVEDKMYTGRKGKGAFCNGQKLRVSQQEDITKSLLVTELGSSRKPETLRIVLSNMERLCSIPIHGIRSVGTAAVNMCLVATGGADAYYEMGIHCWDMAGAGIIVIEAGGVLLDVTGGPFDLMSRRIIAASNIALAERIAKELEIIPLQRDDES
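Cellular IMPase inhibition is scored as a rise in cytosolic IP1, detected by competitive TR-FRET between d2-labelled IP1 and a europium anti-IP1 antibody. M1-expressing CHO cells were stimulated with carbachol for 30 min at 37C, with lithium (50 mM LiCl) present in the buffer.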
PNC assembly inh: inhibitors of perinucleolar compartment assembly; PC3M PTB-GFP, PNC prevalence imaging, 16 h; hits give low values; activity change (PNC), negative = inhibition, % at 10 µM; 140,000 compounds, 3.1% hits; AID 2417;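 active = readout at or below -70, meaning at least 70% loss of cells showing the perinucleolar compartment, a nuclear body marking cancer cells; inconclusive = readout between -30 and a set limit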;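 also: plate controls were DMSO wells for no effect and camptothecin positive control wells for full effect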
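PC3M cells stably expressing PTB-GFP, 750–1000 cells/well, treated 16 h at 37 °C with compound (23 nl of library stock), in duplicate. After paraformaldehyde fixation and Hoechst stain, imaged at 20x; PNC prevalence scored by image analysis.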
ALOX12 inhib: inhibitors of human 12-lipoxygenase (ALOX12) | Potency, µM (series often up to 57.1 µM), for the others: at the top dose activity change, negative = inhibition, hits mostly inhibitors | purified 12-hLO, xylenol orange hydroperoxide absorbance | P18054 | 150,000 compounds, 0.12% hits; also: potency is read from the fitted curve at half-maximal effect; nearly all actives have a fitted effect of over 55% in size; many of its hits are not listed in these tables
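150 nM 12hLO, 25 mM Hepes pH 7.0 + 0.01% Triton X-100; cpd preinc 15 min RT; 40 uM arachidonic acid, 30 min RT; Fe-XO 30 min; A573/A405 ratio as read-out.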
15-hLO-2 inh: 15-hLO-2 (ALOX15B) enzyme inhibition | O15296 | purified 15hLO-2, xylenol orange hydroperoxide absorbance | Potency, µM (highest dose often 57.1 µM), for inactives: at the top dose activity change, negative = inhibition, hits mostly inhibitors | 110,000 compounds, 0.56% hits; also: potency is read from the fitted curve at half-maximal effect; nearly all actives have a fitted effect of over 60% in size; many of its hits are not listed in these tables
Target sequence (O15296 whole entry, looked up): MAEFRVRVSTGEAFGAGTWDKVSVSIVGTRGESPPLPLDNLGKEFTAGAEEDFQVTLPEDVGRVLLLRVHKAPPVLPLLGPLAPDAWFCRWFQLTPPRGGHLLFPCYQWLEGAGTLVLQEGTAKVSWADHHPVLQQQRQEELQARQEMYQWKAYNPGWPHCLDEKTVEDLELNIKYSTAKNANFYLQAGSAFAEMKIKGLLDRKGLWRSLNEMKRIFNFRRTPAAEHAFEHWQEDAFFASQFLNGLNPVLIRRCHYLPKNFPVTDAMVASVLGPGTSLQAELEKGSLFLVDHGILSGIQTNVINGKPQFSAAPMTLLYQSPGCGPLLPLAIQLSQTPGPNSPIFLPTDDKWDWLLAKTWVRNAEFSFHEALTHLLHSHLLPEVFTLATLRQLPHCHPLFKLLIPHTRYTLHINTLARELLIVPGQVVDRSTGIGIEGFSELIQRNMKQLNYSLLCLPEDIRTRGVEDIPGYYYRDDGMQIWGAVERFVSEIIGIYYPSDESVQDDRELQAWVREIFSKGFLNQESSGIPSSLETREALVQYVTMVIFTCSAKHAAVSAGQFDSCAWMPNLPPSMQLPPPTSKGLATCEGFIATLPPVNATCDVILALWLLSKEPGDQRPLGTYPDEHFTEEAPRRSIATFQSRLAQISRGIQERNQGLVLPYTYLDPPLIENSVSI
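Purified human 15hLO-2 (50 nM) preincubated 15 min with compound, then 45 uM arachidonic acid for 90 min at RT in 25 mM Hepes pH 7.5, 0.01% Triton X-100. Hydroperoxide detected by Fe-xylenol orange; 573/405 nm absorbance ratio.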
An asterisk follows results filed as active; ? = inconclusive; . = no result given; [ ] = dose if it differs, or a comment. Unless noted, calls follow the shape of the dose curve; as a rule, active = well fitted curve in the direction sought with a large enough effect; inconclusive = small, poorly fitted or top-dose-only effect, or another doubt; inactive = no such curve, though single readings can be large; an effect the other way counts as inactive or inconclusive. Unless noted, % is scaled to controls: 0 for no effect and ±100 for the full control effect. Random draw from the library; any-hit rate near 3.1%.

SMILES | IMPase cell inh | PNC assembly inh | ALOX12 inhib | 15-hLO-2 inh
CCOc1ccc2[nH]c(=O)c(CN(CCc3ccccc3)C(=O)c3cnccn3)cc2c1 | -2 | -8 | 6% | -10%
Cn1cc(C2=C(c3cn(CCCSC(=N)N)c4ccccc34)C(=O)NC2=O)c2ccccc21 | . | . | -21% | -10%
Cc1cc2c(cc1Cl)N(C(=O)Nc1ccnc3ccccc13)CC2 | -6 | . | -3% | -22%
C#CC[N+]1(CC#Cc2ccccc2)CCCC1 | 8 | 91 | -3% | 5%
Cc1nc2ccccc2c2nc(N)nn12 | -3 | -100* | 15% | .
COc1ccc(OC2OC3COC(C)(C)OC3C(O)C2NC(C)=O)cc1 (stereo not drawn) | 6 | 14 | -5% | .
O=C(c1cc2c(s1)CCCC2)n1cccn1 | -21 | 59 | -4% | 7%
CC1C(=O)CCC1(C(=O)O)c1ccccc1 (stereo not drawn) | -4 | -12 | -5% | -7%
CCOC(=O)c1c(C)[nH]c(C(=O)CN2C(=O)NC(C)(c3ccc(C)cc3)C2=O)c1C (stereo not drawn) | -5 | -15 | -21% | -4%
CCCCSc1nnc(CCC)n1N | 9 | 53 | 0% | .
CCOC(=O)C1=C(CNCc2ccc(C)cc2)NC(=O)NC1c1ccc(OC)cc1 (stereo not drawn) | 17 | -2 | -7% | 35%[activator]
O=C1C=C(NCCN2CCOCC2)CC(c2ccccc2)C1 (stereo not drawn) | 3 | ? | -6% | -11%
CC(C)N=C(NC#N)SCC(=O)NC(C)(C)C | 0 | 31 | -5% | 2%
COc1cccc(C(=O)N2CCN(Cc3ccccc3C(F)(F)F)CC2)c1 | 5 | 6 | -24% | -11%
CCSc1nnc(NC(=O)Cc2ccc(OC)cc2)s1 | 2 | -10 | 1% | 11%
Cc1cccc(C)c1NC(=O)CSc1nnc(-c2ccncc2)n1Cc1ccco1 | 6 | 2 | -2% | 11%
CCOC(=O)c1c(NC(=O)N/N=C/c2ccccc2OCC)sc(C(C)=O)c1C | . | -20 | -2% | .
Cc1cc(NC(=O)c2cc(CC(C)C)on2)no1 | ? | 33 | -3% | -1%
O=C(O)CNS(=O)(=O)c1cc(Cl)c(Cl)cc1Cl | 5 | 22 | -2% | -1%
C/C(N)=C(/C#N)C(=O)COC(=O)C1Cc2ccccc2CN1S(C)(=O)=O (stereo not drawn) | -4 | 22 | -1% | 5%
COCCn1c(SCc2cc(C(C)=O)ccc2OC)nc2cc(Cl)ccc2c1=O | . | -17 | 0% | .
CC(=O)N1CCc2cc(S(=O)(=O)N3CCc4ccccc4C3)ccc21 | -3 | -8 | 3% | -1%
COc1ccc(-n2cnnc2SCC(=O)Nc2cccc(S(=O)(=O)N3CCCCC3)c2)cc1 | . | 23 | -4% | .
CCCS(=O)(=O)N1CCC(C(=O)N2CCN(Cc3ccccc3)CC2)CC1 | -2 | 6 | -3% | -1%
CCOC(=O)/C(=C\Nc1ccccc1C(F)(F)F)Sc1ncc(C(F)(F)F)cc1Cl | 3 | 11 | 0% | 4%

More structures follow:
SMILES | IMPase cell inh | PNC assembly inh | ALOX12 inhib | 15-hLO-2 inh
Clc1ccccc1OCc1nn2c(-c3ccncc3)nnc2s1 | 1 | 26 | -1% | 9%[2.29 µM]
CC(C)(C)c1ccc(C(=O)Oc2ccc3c(c2)OCC3=O)cc1 | 3 | ? | 1% | -10%
CCN1CCN(CCCNC(=O)c2ccc3c(c2)NC(=O)c2ccccc2S3)CC1 | ? | 12 | 12% | -4%
CSCCC(C(=O)Nc1ccc2c(c1)OCO2)N1C(=O)c2ccccc2C1=O (stereo not drawn) | 4 | 30 | -4% | -5%
CCCCC(=O)Nc1ccc(C(=O)NNC(=O)CCCOc2ccc(Cl)cc2Cl)cc1 | -1 | -10 | 2% | .
CCOC(=O)/C(N)=C/c1ncc(C(F)(F)F)cc1Cl | 1 | -20 | -3% | -6%
Nc1nonc1-c1nc2ccccc2n1CC(=O)O | 11 | 28 | 7% | 2%
COc1ccc(C2NC(=O)N(C)C3=C2C(=O)CC(C)(C)C3)cc1OC (stereo not drawn) | . | 1 | 4% | .
Cn1cccc1/C=C1\SC(=S)N(NC(=O)c2cccc(Cl)c2)C1=O | . | -23 | -25% | .
CCOCCCNS(=O)(=O)c1ccc2c(c1)CCN2C(C)=O | -16 | ? | -1% | -2%
CSc1nc(-c2ccccc2)nn1S(=O)(=O)c1ccc(Cl)cc1 | 3 | -21 | 4% | 8%
COc1cc(C(=O)Nc2cccc(-c3nc4cc(C)ccc4o3)c2C)cc(OC)c1OC | -19 | 16 | -1% | -4%
COc1ccc(NC(=O)/C=C/c2ccc(F)cc2)cn1 | . | 13 | -1% | .
Cc1cc(C)c(S(=O)(=O)NCCCN2CCOCC2)cc1Br | 2 | -11 | 2% | 3%
O=C(CSc1nnc(Nc2ccccc2F)s1)NCc1ccco1 | 6 | -15 | -9% | 1%
CCn1c(NC)cc(=O)n(C)c1=O | ? | 11 | 23% | .
CCc1ccc(CCC(=O)Nc2sc3c(c2C#N)CCCC3)o1 | 16 | ? | -7% | -14%
Cc1cc(C(=O)N2CC(C)CC(C)C2)n(-c2ccccc2)n1 (stereo not drawn) | -1 | 3 | 4% | -3%
Cc1ccc(NC(=S)N(CCCN2CCOCC2)Cc2ccco2)cc1Cl | . | 41 | 2% | .
CCCCNC(=O)CNC(=O)c1cccs1 | 10 | ? | -4% | -7%
COC(=O)c1ccc(Sc2ccccc2NS(=O)(=O)c2ccc(C)cc2)nc1 | -3 | 35 | -5% | -14%
Cn1c2ccccc2c2c(C(=O)N3CCN(c4ccccc4)CC3)cn(C3CCCC3)c(=O)c21 | -8 | -113* | -6% | 12%
Cc1ccc(NC(=O)N2CCCC2C(=O)Nc2ccc(-n3cnnn3)c(C)c2)cc1 (stereo not drawn) | -2 | 33 | 6% | .
Cc1ccc2[nH]c(=O)c(CN(Cc3cccs3)S(=O)(=O)c3ccc4c(c3)OCCO4)cc2c1 | . | ? | 0% | .
O=S(=O)(NCCSCc1ccc(Cl)cc1Cl)c1ccc2c(c1)OCCO2 | 0 | 17 | -6% | -9%

Part of the list above, with two lines to a compound:
Order of values – IMPase cell inh | PNC assembly inh | ALOX12 inhib | 15-hLO-2 inh
> CCCCC(=O)Nc1ccc(C(=O)NNC(=O)CCCOc2ccc(Cl)cc2Cl)cc1
→ -1 | -10 | 2% | .
> CCOC(=O)/C(N)=C/c1ncc(C(F)(F)F)cc1Cl
→ 1 | -20 | -3% | -6%
> Nc1nonc1-c1nc2ccccc2n1CC(=O)O
→ 11 | 28 | 7% | 2%
> COc1ccc(C2NC(=O)N(C)C3=C2C(=O)CC(C)(C)C3)cc1OC (stereo not drawn)
→ . | 1 | 4% | .
> Cn1cccc1/C=C1\SC(=S)N(NC(=O)c2cccc(Cl)c2)C1=O
→ . | -23 | -25% | .
> CCOCCCNS(=O)(=O)c1ccc2c(c1)CCN2C(C)=O
→ -16 | ? | -1% | -2%
> CSc1nc(-c2ccccc2)nn1S(=O)(=O)c1ccc(Cl)cc1
→ 3 | -21 | 4% | 8%
> COc1cc(C(=O)Nc2cccc(-c3nc4cc(C)ccc4o3)c2C)cc(OC)c1OC
→ -19 | 16 | -1% | -4%
> COc1ccc(NC(=O)/C=C/c2ccc(F)cc2)cn1
→ . | 13 | -1% | .
> Cc1cc(C)c(S(=O)(=O)NCCCN2CCOCC2)cc1Br
→ 2 | -11 | 2% | 3%
> O=C(CSc1nnc(Nc2ccccc2F)s1)NCc1ccco1
→ 6 | -15 | -9% | 1%
> CCn1c(NC)cc(=O)n(C)c1=O
→ ? | 11 | 23% | .
> CCc1ccc(CCC(=O)Nc2sc3c(c2C#N)CCCC3)o1
→ 16 | ? | -7% | -14%
> Cc1cc(C(=O)N2CC(C)CC(C)C2)n(-c2ccccc2)n1 (stereo not drawn)
→ -1 | 3 | 4% | -3%
> Cc1ccc(NC(=S)N(CCCN2CCOCC2)Cc2ccco2)cc1Cl
→ . | 41 | 2% | .
> CCCCNC(=O)CNC(=O)c1cccs1
→ 10 | ? | -4% | -7%
> COC(=O)c1ccc(Sc2ccccc2NS(=O)(=O)c2ccc(C)cc2)nc1
→ -3 | 35 | -5% | -14%
> Cn1c2ccccc2c2c(C(=O)N3CCN(c4ccccc4)CC3)cn(C3CCCC3)c(=O)c21
→ -8 | -113* | -6% | 12%
> Cc1ccc(NC(=O)N2CCCC2C(=O)Nc2ccc(-n3cnnn3)c(C)c2)cc1 (stereo not drawn)
→ -2 | 33 | 6% | .
> Cc1ccc2[nH]c(=O)c(CN(Cc3cccs3)S(=O)(=O)c3ccc4c(c3)OCCO4)cc2c1
→ . | ? | 0% | .
> O=S(=O)(NCCSCc1ccc(Cl)cc1Cl)c1ccc2c(c1)OCCO2
→ 0 | 17 | -6% | -9%

Next section:
SMILES | IMPase cell inh | PNC assembly inh | ALOX12 inhib | 15-hLO-2 inh
COc1cc(OC)c2c(-c3ccccc3)cc(=O)oc2c1C(CCN1CCOCC1)c1ccc(N(C)C)cc1 (stereo not drawn) | . | . | 0%[0.00818 µM] | 46%[activator][0.0915 µM]
COC(=O)c1cc2ccsc2n1CC(=O)Nc1cc(Cl)ccc1OC | 12 | ? | -7% | 1%
CCCCN(C)CCNC(=O)Cn1ncc2c(=O)oc3ccc(C)cc3c21 | 7 | -13 | 6% | 11%
CCC(=O)n1nc(-c2ccco2)nc1N | -13 | -10 | -3% | 16%
O=C(Nc1cccc(F)c1)C1CC(=O)N(c2ccc(Br)cc2)C1 (stereo not drawn) | -3 | 49 | -13% | 0%
Cc1ccccc1S(=O)(=O)c1c(C)cc(-c2ccccc2)[nH]c1=O | -9 | 47 | 1% | -7%
O=C(O)c1ccc(N/N=C/c2ccc(OC(=O)c3ccccc3Cl)cc2)cc1 | . | ? | 1% | .
O=C(CSCc1ccco1)c1cccs1 | 4 | 17 | -5% | 6%
CN1CCN(CCCC(=O)c2ccc(F)cc2)CC1 | 2 | 3 | 4% | 12%
CCOC(=O)C(Cc1ccccc1)NC(C)=O (stereo not drawn) | -5 | 50 | 1% | 1%
COc1cccc(Nc2ncc(C(=O)O)c3ccccc23)c1 | -5 | -24 | 2% | -5%
Cc1ccc(S(=O)(=O)NCCSC(C)(C)C)cc1 | 1 | 39 | 2% | -1%
CCO/C=C/C(O)(CNC(=O)COc1ccccc1F)C(F)(F)F (stereo not drawn) | -2 | -12 | 1% | -3%
CCOc1ccccc1CNC(=O)C1CCN(c2nc3ccccc3o2)CC1 | ? | ? | -2% | 9%
C[C@@H]1C=C[C@](Cc2ccccc2)(C(=O)NCCN2CCOCC2)N1C(=O)c1ccccc1 | . | . | -3% | 9%
Cc1ccc(N(C(=O)C(F)(F)F)C(C(=O)NC2CCCCC2)c2cccs2)cc1 (stereo not drawn) | 0 | -1 | -4% | -6%
O=C(c1n[nH]c(=O)c2ccccc12)N1CCN(c2ccccc2)CC1 | 5 | ? | -8% | -9%
CCCCCN1CC(O)=C(c2ccccc2)C1=N | 5 | -1 | -10% | 3%
CC(C)n1cc(NC(=O)c2cc(-c3ccccc3)on2)cn1 | -5 | -16 | 7% | 1%
CCOc1ccc(C(=O)OCCN(C)C)cc1 | 3 | ? | 2% | 4%
CCn1c(SCC(=O)Nc2cc(C(C)(C)C)nn2-c2ccccc2)nnc1-c1cccs1 | . | -15 | -5% | .
Cc1nc2ccccc2n1CC(O)Cn1c(C(F)(F)F)nc2ccccc21 (stereo not drawn) | 3 | -5 | 2% | -2%

Screens (PubChem BioAssay)
